EBV LMP1 NFkB – Epstein-Barr LMP1 NF-kappaB reporter inhibition; 350,000 tested, 0.69% active; LMP1-induced NF-kappaB luciferase reporter cells, luminescence; AID 504558; inhibition, % at 12.5 µM; in the data active = inhibition above about 41%;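 also: 0% = neutral control wells and 100% = reference inhibitor control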
Peg3 promoter – inhibitors of Peg3 promoter; HeLa PEG-Prom luciferase reporter, luminescence, overnight; inhibition, % at 20 µM; 360,000 tested, 1.7% active; AID 588405;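 active = inhibition of at least 50% at 20 µM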
hiPSC survival – enhancers of human iPSC single-cell survival. 360,000 tested, 0.044% active. AID 602274. hiPSC single-cell survival, ATPlite luminescence; 100% = ROCK inhibitor wells, 0% = DMSO. survival enhancement, % at 20 µM; in the data active = survival enhancement above about 18%;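 also: cells exposed to compounds for 16 hours before the ATP read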
HIF-2a block – blocks HIF-2a reporter activity | 786-0 RCC cells HIF-2a reporter, luciferase luminescence, overnight | inhibition, % at 18.8 µM | 360,000 tested, 0.72% active;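 active = inhibition of the luminescence signal of 40% or more relative to plate controls, in a single-dose primary screen at 18.75 µM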
Shn3 inh set2 – reduces Shn3 3'UTR luciferase signal in osteoblasts | 360,000 tested, 0.52% active | inhibition, % at 12.5 µM | AID 588674 | Clone20 osteoblast Shn3 3'UTR firefly luciferase, 24 h;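 active = mean inhibition of at least 75% with every replicate also reaching 75%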;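 also: 0% = median of neutral control wells and 100% = pilot-screen positive control compound; some compounds past the cut are filed as inactive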
NR2E3 ag-1 – activates human photoreceptor nuclear receptor NR2E3; inhibition of corepressor binding, % at 4.78 µM; AID 2300; 320,000 tested, 0.12% active; GST-NR2E3/biotin-RetCOR TR-FRET, 1536-well;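 active = percent inhibition above the cutoff of mean plus 3 SD of all tested compounds, set per screening campaign, cut at about 20% in these data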;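 also: 0% = DMSO wells and 100% = biotin wells as full block of FRET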
Target sequence (Q9Y5X4 whole entry, looked up): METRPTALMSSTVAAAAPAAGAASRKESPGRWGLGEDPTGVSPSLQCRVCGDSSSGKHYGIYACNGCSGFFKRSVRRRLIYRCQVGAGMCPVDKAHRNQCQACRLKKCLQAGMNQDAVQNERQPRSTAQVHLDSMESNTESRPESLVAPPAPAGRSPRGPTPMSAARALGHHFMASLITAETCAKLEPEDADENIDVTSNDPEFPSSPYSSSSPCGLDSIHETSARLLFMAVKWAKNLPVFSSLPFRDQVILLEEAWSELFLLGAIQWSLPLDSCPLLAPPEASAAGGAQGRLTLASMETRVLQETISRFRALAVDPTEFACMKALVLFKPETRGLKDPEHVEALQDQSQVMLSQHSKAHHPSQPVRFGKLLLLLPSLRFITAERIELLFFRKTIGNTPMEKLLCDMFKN
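System: GST-NR2E3 and biotin-RetCOR proteins; probe or stimulus: 7 nM biotin-RetCOR; doses: compound at 4.8 µM, single dose; schedule: Compound–protein incubation for 5 h at 4 °C; detection: time-resolved FRET; read-out: percent inhibition; controls: biotin wells as high control, 0.6% DMSO wells as low control; format: 1536-well plates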
NR2E3 ag-2 – activates human NR2E3 receptor; 360,000 tested, 0.35% active; Q9Y5X4; inhibition of corepressor binding, % at 3.98 µM; CHO-S Gal4-NCOR/VP16-NR2E3 two-hybrid, luciferase; AID 602229;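 active = inhibition above the mean of all tested compounds plus 3 SD, cut at about 70% in these data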;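 also: 0% = DMSO with NR2E3 transfected cells and 100% = cells lacking NR2E3 construct; higher means lower luciferase signal from less NR2E3 corepressor binding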
MITF TRPM1 inh – reduces MITF-dependent TRPM1 promoter luciferase signal | SK-MEL-5 TRPM1 promoter luciferase, 24 h | inhibition, % at 12.5 µM | 330,000 tested, 0.83% active | AID 488899;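 active = mean inhibition across replicates of 60% or more, whatever share of single replicates reaches that level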; also: values of inactives mirror those of a sister screen read the other way
CF NFkB block – inhibitors of cystic fibrosis induced NF-kB | inhibition, % at 5 µM | KKLEB NF-kB-GFP reporter, PAF-induced, GFP fluorescence overnight | 360,000 tested, 0.86% active | AID 588850;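 active = at least 50% inhibition at 5 µM, scaled per plate between neutral and stimulator controls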;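 also: PAF is a Pseudomonas aeruginosa culture filtrate used as stimulus; plate controls were PAF-stimulated DMSO wells for no effect and unstimulated DMSO wells for full effect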
TRAIL sens C8 – sensitizes caspase-8 expressing cells to TRAIL. NB7+C8 cells + TRAIL, ATPlite viability luminescence. 360,000 tested, 1% active. inhibition (viability loss, TRAIL sensitization), % at 10 µM;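 active = compounds causing at least 50% loss of cell viability in the single-dose screen, relative to plate controls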
KKLEB tox – reduces viability of KKLEB cystic fibrosis airway cells | AID 602141 | KKLEB CF airway cells viability, ATPlite luminescence, overnight; stronger effect = lower value; cells stimulated with P. aeruginosa culture filtrate | activity change (cytotoxicity), % at 5 µM | 360,000 tested, 0.36% active;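 active = corrected activity change at or below -50% at 5 µM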
* marks the source's active call; other numbers are inactive results; x = not tested or not shown.

SMILES	EBV LMP1 NFkB	Peg3 promoter	hiPSC survival	HIF-2a block	Shn3 inh set2	NR2E3 ag-1	NR2E3 ag-2	MITF TRPM1 inh	CF NFkB block	TRAIL sens C8	KKLEB tox
CCC(C)(C(=O)Nc1ccc(OC)cc1)N(C)C(=O)Cn1nnnc1N (centres undefined)	-8	5	1.1	5	-3	2	-4	-2	5	-6	2
O=C1CCc2cc(S(=O)(=O)N3CCCC3C(=O)NC3CCCCCCC3)ccc2N1 (centres undefined)	3	21	-1.3	7	13	3	-33	x	-14	2	7
Cn1c(Cn2c(=O)sc3ccccc32)nnc1SCC(=O)NCc1ccccc1Cl	-12	5	-2.0	17	-4	0	-19	x	36	19	-12
Cc1ccc(-c2nnn(CC(=O)NC3CC4CCC3C4)n2)cc1 (centres undefined)	-4	-4	-1.2	-14	4	2	7	4	2	5	-13
O=C(CNC(=O)c1ccco1)N/N=C/c1cc(Br)ccc1O	31	31	0.5	13	81	-1	-23	30	10	26	-2
Cc1ccc(Cc2c(-c3ccc(F)cc3)nc3c(C)cc(Br)cn23)cc1	x	55*	0.0	-39	1	x	17	x	59*	7	-30
Cc1c(C(=O)NCc2cccc(C(F)(F)F)c2)sc(=O)n1Cc1ccc(C(=O)N(C)C)cc1	x	7	-0.8	-1	0	x	-13	x	19	10	-18
COc1ccc([C@@H]2C[C@H]3[C@@H](CN2S(=O)(=O)c2ccccc2)C(=O)C[C@@H](c2ccc(C)cc2)N3S(=O)(=O)c2ccc(C)cc2)cc1	-4	-1	1.5	6	58	x	-17	x	5	4	-1
COc1cccc(C(=O)N2CCN=C2SCc2cccnc2)c1OC	-3	-3	1.2	10	-5	5	2	-1	14	10	12
NCCSc1c(-c2ccc(Cl)cc2)[nH]c2ccccc12	-4	8	-0.5	27	-2	1	-6	-2	22	-2	-15
COc1cccc(C(=O)CN2CCC(NC(=O)NC3CCCCC3)CC2)c1	-9	9	2.8	9	-3	x	-2	7	-9	-8	2
Cc1ccc(Nc2nc(N)c([N+](=O)[O-])c(NCc3ccco3)n2)cc1	-17	-95	-1.8	-198	-71	6	-26	-53	23	-7	-5
CCNc1ccc(S(=O)(=O)N(C)C)cc1[N+](=O)[O-]	-3	-4	-0.3	19	7	-1	5	4	-18	4	10
CC1CC(C)CN(C(=O)CN2CCN(Cc3ccc(Cl)cc3)C2=O)C1 (centres undefined)	-16	1	0.9	10	13	0	17	-2	-4	12	6
COc1ccccc1-n1cc(C(=O)NCC(=O)N2CCN(Cc3ccccc3)CC2)c2ccccc2c1=O	-18	0	-0.2	7	5	2	-20	10	-4	-21	-4
O=C(Cn1nnc2ccccc21)NNC(=O)c1ccccc1	2	10	-0.4	3	0	-2	-23	-2	7	8	-2
O=C(OCc1cn([C@H]2C[C@H](c3ccc(Cl)cc3)N(C(=O)C3CCCCC3)C[C@@H]2O)nn1)c1ccccc1	-2	-9	0.8	-4	-2	x	9	x	-25	-9	1
O=C(CCc1nnc(CCc2ccccc2)o1)N1CCCCC1CCn1cccn1 (centres undefined)	-11	-39	1.5	-44	-32	4	-20	-2	-1	-4	-32
O=C(CNS(=O)(=O)c1ccccc1)OCC(=O)c1cccc([N+](=O)[O-])c1	-3	14	1.9	18	-10	0	-26	-5	6	-15	6
Cc1ccccc1NS(=O)(=O)c1cc(C(N)=O)ccc1C	5	9	0.5	8	20	2	-2	11	11	-2	-12
Cc1cc(C)c(C(=O)NC2CCCc3c2cnn3-c2ccc(C)c(C)c2)c(=O)[nH]1 (centres undefined)	4	-33	0.6	-39	7	-1	-9	-1	-5	5	2
COc1cc(OC)c(OC)cc1CN1CCN(Cc2cccn2C)CC1	1	4	0.5	7	16	1	-17	-6	2	2	-1
CCOC(=O)[C@@H]1[C@H]2COc3ccccc3[C@@H]2N2C(=O)N(c3ccc(C(F)(F)F)cc3)C(=O)[C@]12C	-3	14	3.0	16	-8	-1	3	5	-24	8	-8
CCOC(=O)C1=C[C@@H](CC)N(S(=O)(=O)c2ccc(C)cc2)[C@H]1c1cccs1	x	27	0.4	9	39	x	0	x	21	-10	-11
O=C([C@H](Cc1ccccc1)NS(=O)(=O)c1ccc(Cl)cc1)N1CC[C@@]2(O)CCCC[C@H]2C1	3	44	4.5	28	16	-2	4	1	-14	3	3
COc1ccccc1CN1CC(C(=O)N2CCN(c3ccc(F)cc3)CC2)CC1=O (centres undefined)	-9	8	-1.1	-4	5	1	-4	-5	4	4	2
CC(C)Oc1ccc(CNC(=S)N/N=C/c2cccnc2)cc1	7	-35	4.1	-56	3	-2	-13	-4	17	-1	-19
O=C(NCc1ccc2c(c1)OCO2)c1ccc(Cl)c(S(=O)(=O)NCc2ccccc2)c1	0	17	-0.8	9	4	-3	-22	5	-1	1	1
COc1ccc(CNCc2c(O)c(Cl)cc3c(C)c(C)c(=O)oc23)c(OC)c1	4	6	-0.3	14	13	-3	-40	-2	-7	-6	8
CNc1nc(NCCOc2ccccc2Cl)c2sccc2n1	x	-21	0.5	-46	70	x	4	x	-3	13	-5
Cc1ccc(N(CC(O)CN(C)C)S(=O)(=O)c2ccccc2)cc1 (centres undefined)	-17	14	1.9	2	-15	4	-10	-15	3	2	-2
CSc1nc(-c2ccc(Cl)cc2)nn1C(=O)c1ccccc1	5	-157	-0.1	-213	-22	1	-79	-48	5	-4	8
CCOC(=O)c1sc(=N)n(-c2ccc(OC)cc2)c1C	1	-156	-1.2	-185	-10	0	-52	-48	5	16	-14
OCC1(Cc2ccccc2C(F)(F)F)CCN(Cc2ccncc2)CC1	-3	11	2.0	21	2	1	11	21	-9	2	-8
CCOC(=O)c1cc(-c2ccco2)nc2c1c(C)nn2-c1ccccc1	3	17	-2.8	9	2	0	-19	0	-1	12	2
CCc1ccc(CN(C)Cc2nc(Cc3ccc(OC)c(OC)c3)no2)nc1	-2	8	-2.5	12	14	2	7	9	10	3	-2
CC1=C(C(=O)OCc2ccccc2)C(c2ccccc2[N+](=O)[O-])NC(=O)N1C (centres undefined)	-4	6	0.4	17	10	1	8	-4	-26	6	-8
COc1ccc(CCC(=O)NNC(=O)c2ccccn2)cc1OC	8	8	-0.3	12	55	x	-43	-8	11	-1	5
COc1ccc(C(=O)NCC2(c3ccccc3)CCCC2)c(OC)c1	10	29	0.6	2	22	-2	-24	7	-14	23	1
C/C(=N\Nc1nc2ccccc2[nH]1)c1ccc2c(c1)OCCO2	-18	-125	-0.5	-133	-21	-3	-85	-32	18	40	-16
O=C1OC(c2ccccc2)(c2ccc(O)cc2)c2ccccc21 (centres undefined)	5	24	4.0	9	-15	x	-11	6	-1	1	-6
Cc1ccc(NC(=O)C2CCCN(S(=O)(=O)c3ccc4[nH]c(=O)ccc4c3)C2)cc1C (centres undefined)	1	13	-3.1	6	-15	1	25	4	-3	-16	3
CC1CN(C(=O)COC(=O)c2cc([N+](=O)[O-])ccc2Cl)CC(C)O1 (centres undefined)	4	0	2.8	11	4	0	-10	9	0	-8	15
COc1ccc(OC)c(NC(=O)CCN2CCN(c3ccccc3OC)CC2)c1	0	8	0.3	17	7	-2	-23	-1	-13	-4	5
O=C(CN(C(=O)Cn1nnc(-c2cccs2)n1)c1ccc2c(c1)OCCO2)NCc1ccccc1	14	-8	-1.4	12	15	2	-7	8	-1	-10	-11
Cc1nn(-c2nc3ccccc3n2Cc2ccccc2)c2c1C(=O)CC(C)(C)C2	-10	17	-0.2	24	-29	2	3	-4	13	11	-21
CNc1cc(F)nc(F)n1	-3	15	1.6	12	5	4	-11	14	2	-4	2
CC1(C(=O)O)CCC(C(=O)Nc2ccc(Cl)c(Cl)c2)C1(C)C (centres undefined)	12	13	0.0	23	8	x	-27	10	-20	-3	3
CC(=O)c1c(C)nc2ccc(Br)cc2c1C(=O)O	-13	7	0.0	8	-3	7	-4	5	12	3	-4
CCN(CC)CCn1c(=S)[nH]c2ncccc2c1=O	-2	-1	0.0	19	-41	0	1	-1	13	4	3
CCc1cccc(C)c1NC(=O)CC1Oc2ccc(C)cc2NC1=O (centres undefined)	-2	-6	-0.4	15	15	2	7	-15	-4	2	-10
CCCCN(C=O)c1c(CC)nc2ccc(C(=O)N3CCN(C(=O)c4ccco4)CC3)cn12	x	-8	-1.5	12	-4	x	6	x	32	-12	-13
CCCN1CCN(C(=O)c2cn(CC(C)C)c(=O)c3cc(OC)c(OC)cc23)CC1	-4	13	-1.5	-2	-1	-3	-28	-8	0	-6	-7
O=C(CN1C(=O)NC2(CCCCCC2)C1=O)c1ccc(Cl)cc1	-14	-92	-0.4	-144	-24	-2	-54	-56	17	6	-2
CN(CCN1CCOCC1)Cc1nc(-c2ccc(Cl)cc2)no1	1	-8	-0.7	-18	13	2	2	0	-6	-2	5
O=C(CNc1cccc(S(=O)(=O)N2CCOCC2)c1)N1CCc2ccccc21	-6	-56	0.5	-83	-13	2	-33	1	-2	8	-9
CC(=O)N1c2ccc(S(=O)(=O)N3CCCC3)cc2CC1C(=O)Nc1cc(C)cc(C)c1 (centres undefined)	-6	13	-0.2	9	7	2	3	-6	14	-8	4
CCOc1ccc(CN2CCN(C/C=C/c3ccc(OC)cc3)CC2CCO)cc1 (centres undefined)	1	-3	-1.8	9	9	3	-33	1	-5	9	-9
CCOc1ccc(NC(=O)c2ccc(CNc3c(NC4CCCCC4)c(=O)c3=O)cc2)cc1	4	9	0.4	-14	-2	3	-6	-1	6	9	-15
O=C(Nc1cccc2ccccc12)c1cccc(F)c1	-4	-35	0.0	-55	-23	x	-43	-4	-8	-1	8

The list goes on.
SMILES	EBV LMP1 NFkB	Peg3 promoter	hiPSC survival	HIF-2a block	Shn3 inh set2	NR2E3 ag-1	NR2E3 ag-2	MITF TRPM1 inh	CF NFkB block	TRAIL sens C8	KKLEB tox
CCN(CC)C(=O)NC1CCCCCCC1	-9	5	0.3	15	5	0	-26	0	2	-6	-4
Cc1cccc(C(=O)NC(=S)Nc2ccccc2C(=O)O)c1	3	-41	2.3	-32	-27	4	-32	3	-3	-7	7
O=C(Cn1ccc([N+](=O)[O-])n1)NCc1nc2ccccc2[nH]1	8	-2	-0.7	5	-20	3	6	-5	-6	-9	4
CCN(C(=O)COc1ccc(N(C)S(=O)(=O)c2ccc(NC(C)=O)cc2)cc1)C1CCCCC1	-1	3	-0.9	9	33	x	-9	-8	6	-15	-6

Compounds shown so far that have an aryl thioether with sulfur outside any ring:
SMILES	EBV LMP1 NFkB	Peg3 promoter	hiPSC survival	HIF-2a block	Shn3 inh set2	NR2E3 ag-1	NR2E3 ag-2	MITF TRPM1 inh	CF NFkB block	TRAIL sens C8	KKLEB tox
Cn1c(Cn2c(=O)sc3ccccc32)nnc1SCC(=O)NCc1ccccc1Cl	-12	5	-2.0	17	-4	0	-19	x	36	19	-12
NCCSc1c(-c2ccc(Cl)cc2)[nH]c2ccccc12	-4	8	-0.5	27	-2	1	-6	-2	22	-2	-15
CSc1nc(-c2ccc(Cl)cc2)nn1C(=O)c1ccccc1	5	-157	-0.1	-213	-22	1	-79	-48	5	-4	8

Only part of the results is shown (hit frequency here may not be typical).
